# High-throughput results: PubChem BioAssay, Sanford-Burnham Center for Chemical Genomics
# MKP-3 inhibition: inhibition of rat DUSP6 enzyme activity – biochemical, in vitro, primary screen (AID 425). recombinant MKP-3 phosphatase activity, fluorescence; higher % means a stronger effect. inhibition, % at 20 µM, or IC50 in µM where a hit was titrated. hit rate 0.17% among 110,000; in the data active = inhibition above about 50%;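 note: plate controls were vehicle for no effect and reference inhibitor for full effect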
# Hsp70 inhibitors: small molecules displacing fluorescent ligand from Hsp70 – biochemical, fluorescence polarization, primary screen (AID 583); Hsp70 fluorescence polarization probe displacement, mP; higher % means a stronger effect; displacement, % at 20 µM, or IC50 in µM where a hit was titrated; hit rate 0.06% among 140,000; in the data active = displacement above about 50%;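 note: plate controls were vehicle for no effect and reference ligand for full effect; a part of the inactive calls stands beside numbers as strong as those of hits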
# * marks the source's active call; other numbers are inactive results; · = no result given; & = joins results of further samples. An excerpt; count on the stated rates, not on these rows.
molecule | MKP-3 inhibition | Hsp70 inhibitors
Cc1ccc(Cl)cc1N(Cc1ccc(C(=O)Nc2cccnc2)cc1)S(=O)(=O)c1ccccc1 | 1.1% | 0.7%
CS(=O)(=O)NCCNc1ccc([N+](=O)[O-])cc1 | 2.0% | -2.4%
COc1ccccc1Cc1noc(-c2ccc(C)cc2)n1 | 2.9% | 4.1%
CCN(C(=O)COC(=O)C(Cc1ccccc1)N1C(=O)c2ccccc2C1=O)C1CCS(=O)(=O)C1 (centres undefined) | -5.6% | -0.4%
COc1ccccc1/C=C/C(=O)c1c(-c2ccccc2)c2cc(Br)ccc2[nH]c1=O | 9.3% | -7.0%
c1ccc(Cn2nnc3cnccc32)cc1 | -14.1% | 6.5%
CCOC(=O)C1CCN(Cc2cn[nH]c2-c2ccc(C)cc2)CC1 | -7.4% | 3.3%
O=C1c2ccccc2C(=O)c2c1cc(Cl)cc2N1CCCCC1 | -2.2% | 2.3%
Cc1cc(/C=N/NC(=O)CC2(C)OCCO2)c(C)n1-c1cc(Cl)cc(Cl)c1 | · | -4.4%
Cc1ccc(OCCCN2CCCC2)c(C(C)(C)C)c1 | 1.8% | -1.8%
CCOC(=O)C1CC=C(Cl)CC1C(=O)Nc1nccs1 (centres undefined) | -4.6% | -3.6%
CSc1ncc(C(=O)O)n1-c1ccc(F)cc1 | -5.1% | 3.0%
O=C(Nc1nc(-c2ccccc2)cs1)c1ccc(Br)o1 | -3.0% | -3.8%
Brc1ccc(-c2nc3ccccc3s2)s1 | -11.3% | -2.5%
CC(C)(C)c1ccc(S(=O)(=O)CC(O)CSc2nc3c(cc2C#N)CCCC3)cc1 (centres undefined) | · | 1.9%
O=C(NCc1ccncc1)C(=O)NCc1ccccn1 | 3.4% | 2.3%
C[N+]1(CCCCCCC(=O)/C=N/O)CCCCCC1 | · | 1.0%
CCC(=O)Oc1ccc(C(CC)C(CC)c2ccc(OC(=O)CC)cc2)cc1 (centres undefined) | 4.7% | 3.5%
CC1=C(C(N)=O)C(C2CCCCC2)C(C#N)=C(N)O1 (centres undefined) | 0.6% | 0.6%
CC1CCc2c(sc3ncnc(SCC(=O)c4ccccc4)c23)C1 (centres undefined) | · | 2.0%
Cc1cccc(NC(=O)CSc2nnc(-c3ccccc3)n2N)c1 | -5.2% | -7.7%
COC(=O)CCN(C(C)=O)c1ccc(N)cc1 | -12.1% | 2.2%
CCCc1cc(=O)oc2c(C)c(O)c(CN3CCCCC3)cc12 | -8.6% | 5.2%
Cc1ccccc1CNC(=O)c1cccc(Cl)c1 | -4.8% | 1.1%
COc1cccc(S(=O)(=O)NCc2ccc3c(c2)OCO3)c1 | · | -2.4%
COc1ccccc1NC(=O)c1sc2nc(-c3ccco3)ccc2c1N | -17.0% | -10.8%
CC(C)COC(=O)C1C2C=CC3(CN(C4CCCC4)C(=O)C13)O2 (centres undefined) | -5.4% | -1.0%
O=C1CCCC2=C1C(c1ccsc1)CC(=O)N2c1ccccc1 (centres undefined) | -4.0% | 11.0%
Cc1cc(C(=O)Nc2cccc(O)c2)co1 | -1.8% | 5.2%
CCOC(=O)c1c(C)[nH]c(C(=O)CN2C(=O)NC(C)(c3ccc4ccccc4c3)C2=O)c1C (centres undefined) | · | -2.7%
Cc1cc(C)cc(N=CC2=C(O)CC(c3ccccc3)CC2=O)c1 (centres undefined) | 0.7% | -2.9%
CCCC(=O)N1CCN(c2cc(N3CCCCC3)c(F)cc2[N+](=O)[O-])CC1 | 5.0% | 12.8%
Cc1ccc(-c2cc(C(=O)Nc3cccnc3)c3ccccc3n2)o1 | -0.1% | -6.3%
O=C(Nc1cccc(O)c1)c1cccc(S(=O)(=O)N2CCCC2)c1 | -6.0% | 2.5%
CC(C)Oc1ccc(N2CC(C(=O)Nc3ccc4c(c3)OCO4)CC2=O)cc1 (centres undefined) | -7.9% | ·
O=C(CSCc1nc2ccccc2[nH]1)N1CCN(c2cccc(Cl)c2)CC1 | -12.0% | 4.9%
Cc1cc(NC(=O)CS(=O)(=O)c2cn(Cc3cccc(F)c3)c3ccccc23)no1 | 5.3% | ·
CCC(SCC(=O)OC)C(=O)Nc1nnc(C(C)C)s1 (centres undefined) | -11.9% | -2.4%
Nc1cc(=O)[nH]c(SCC(=O)Nc2cccc(Cl)c2)n1 | · | -0.9%
CCC(=O)Nc1cc(C)c(NC(=O)CCc2ccccc2)cn1 | -1.4% | 20.9%
N=c1c(C(=O)NCc2ccccc2)cc2c(=O)n3ccccc3nc2n1CCCN1CCOCC1 | -6.0% | 6.7%
C=CCn1cc(Cl)c(=O)n(CC=C)c1=O | 6.2% | -1.3%
Cn1c(CCN2CCCCC2)nc2cc(NC(=O)NC3CCCCC3)ccc21 | 3.0% | 3.8%
CCN(C(=O)CN1CCCc2ccccc21)c1c(N)n(Cc2ccccc2)c(=O)[nH]c1=O | -7.1% | 4.5%
COc1ccc(OC)c(S(=O)(=O)Nc2ccc(OCC(=O)O)cc2)c1 | -4.6% | 0.7%
COc1cc(/C=C2\SC(=Nc3ccccc3)N(c3ccccc3)C2=O)cc(Br)c1OC | 1.3% | 6.5%
O=C(CN(CCc1ccccc1)S(=O)(=O)c1ccc(Cl)cc1)NC1CCCC1 | 3.5% | 4.1%
CCN(Cc1cc2cc(C)ccc2[nH]c1=O)S(=O)(=O)c1ccccc1 | -0.5% | -7.0%
COc1ccc(S(=O)(=O)N(CC(=O)Nc2cc(Cl)ccc2OC)Cc2ccccc2)cc1 | 1.8% | -4.1%
CC(C)C(=O)Nc1ccc2oc(-c3cc(F)c(F)cc3Cl)nc2c1 | · | -3.1%

# Later entries
molecule | MKP-3 inhibition | Hsp70 inhibitors
C=CCNS(=O)(=O)c1ccc(OCC(=O)OCC)cc1 | -3.7% | 3.5%
CCn1c(SCc2ccccc2Cl)nc2ccccc21 | · | 2.1%
COC(=O)c1ccccc1NC(=O)CN(c1ccc(C)c(Cl)c1)S(C)(=O)=O | -1.6% | -2.4%
COc1ccccc1N(C(C)=O)c1nc(C)cc(C)c1C#N | · | -2.7%
Nc1nonc1-c1nc2ccccc2n1CC(=O)N/N=C\c1ccccc1OCC(=O)O | -0.2% | 1.6%
C=CCc1ccc(OCCOc2cccc(/C=N/n3cnnc3)c2)c(OC)c1 | · | 1.3%
Cc1ccc2[nH]cc(CCNC(=O)c3cccnc3)c2c1 | · | 1.1%
CC1(C(=O)NC2CCCCCC2)CCC(=O)N1Cc1ccc2c(c1)OCO2 (centres undefined) | 0.7% | -3.3%
CCn1c(SCC(=O)NCC2CCCO2)nc2c(c1=O)SC(C)C2 (centres undefined) | -0.6% | 4.7%
Cc1noc(C)c1C(=O)Nc1nc(C23CC4CC(CC(C4)C2)C3)cs1 | -10.8% | -5.0%
C/C(=N\OC(=O)c1ccc(Cl)c(Cl)c1)c1sc(C)nc1C | · | 0.0%
Cc1ccnc(NC(=O)CCC(=O)N(CC(=O)NC2CCCCC2)Cc2ccc3c(c2)OCO3)c1 | 8.1% | 6.4%
CC(=O)NNc1nc(-c2ccccc2)c2cc(Cl)ccc2n1 | 1.6% | -1.8%
CCOC(=O)c1c(-c2ccc(C)s2)csc1NC(=O)c1ccco1 | -5.5% | -1.9%
CCNC(=S)Nc1ccc(C(=O)O)cc1 | 4.3% | 1.1%
O=C(CSCCc1ccccn1)Nc1cccnc1Cl | · | -1.3%
CC(C)NCC(O)Cn1c2c(c3ccccc31)CCc1c-2cnn1-c1ccccc1 (centres undefined) | -7.0% | 10.8%
COc1ccc(C(=O)NCc2ccccc2OC)c(OC)c1 | -1.1% | -3.3%
COc1ccccc1-n1cnnc1SCC(=O)c1cc(C)n(Cc2cccs2)c1C | -13.0% | 2.9%
CCOC(=O)C1CCN(C(=O)Cc2cccc3ccccc23)CC1 | · | -0.5%
Cc1ccccc1OCC(=O)Nc1ccc2oc(-c3ccc(F)cc3Cl)nc2c1 | 2.6% | 2.1%
Nc1ncnc2nc(SCC(=O)N3CCN(c4ccccc4)CC3)[nH]c12 | -5.5% | 3.9%
CCN(CC)CCOCCOc1cc(C)ccc1C | 0.2% | -3.7%
COc1ccc(C)cc1NC(=O)Nc1ccccc1 | 5.2% | 0.9%&-2.6%
CCN1CCN(Cc2nc3c(c(=O)n(C)c(=O)n3C)n2CCCc2ccccc2)CC1 | 3.5% | -1.5%
COc1ccc(-c2cc(C(F)(F)F)n3nc(C(=O)O)nc3n2)cc1 | -2.4% | 4.8%
COCCN1C(=O)C(=O)/C(=C(/O)c2ccccc2)C1c1ccc(OC)c(OC)c1 (centres undefined) | 3.1% | 0.3%
CC1(C)Cc2c(C#N)c(N)sc(=S)c2CS1 | 1.0% | ·
CCOc1ccc(NC(=NCc2ccc3c(c2)OCO3)SC2CC(=O)N(c3ccccc3)C2=O)cc1 (centres undefined) | · | -3.6%
O=C(CC1Nc2ccccc2NC1=O)NCC1COc2ccccc2O1 (centres undefined) | 9.5% | 2.3%
Clc1ccc(OCCSc2ncccn2)cc1 | · | 5.3%
CSc1nc2sc3c(c2c(=O)[nH]1)CCN(Cc1ccccc1)C3 | 0.7% | -15.9%
CCCCOc1ccc(S(=O)(=O)N(CC)CC)cc1 | 0.5% | 4.0%
C/C(=N\Nc1nc(-c2ccc(Br)cc2)cs1)c1nonc1C | 6.6% | -1.6%
O=C(O)CCCC(=O)N1CCN(Cc2ccccc2)CC1 | 4.3% | 0.8%
CCOc1ccc2c(c1)C(c1ccccc1)=NNC(c1ccccc1)=N2 | · | -2.4%
Cc1cccc(NC(=O)CSc2ncn[nH]2)c1 | 3.5% | -3.4%
CCCC(C)NC(=O)c1c(Cl)cccc1Cl (centres undefined) | -2.6% | 2.0%
O=C(CN1/C(=C(/O)c2ccccc2)C(=O)c2ccccc2S1(=O)=O)c1ccccc1 | · | -0.1%
CSc1nnc(-c2sc3cc(C(F)(F)F)cnc3c2-c2ccccn2)n1C | · | 5.8%
O=C(COC(=O)c1ccc(Br)o1)NCCCc1ccccc1 | -10.6% | 1.8%
CC(C)CNC(=O)C(=O)NCc1ccc(Cl)cc1Cl | 2.9% | -4.7%
O=c1c2c(nc3cc(-c4cccs4)[nH]n13)CCCC2 | -2.8% | -4.8%
CN(C)c1ccc(/C=N/NC(=O)NC23CC4CC(CC(C4)C2)C3)cc1 | -0.7% | -3.4%
Nc1nnnn1/N=C/c1ccccc1OCc1ccc(Cl)cc1Cl | 2.2% | ·
O=C(COc1ccc(Cl)cc1)N=Nc1c(O)n(CN2CCCC2)c2ccccc12 | 7.0% | 0.9%
CN(C)c1ccc(C2C=C(c3ccc(Cl)cc3OC(F)F)Nc3ncnn32)cc1 (centres undefined) | 4.5% | -12.9%
C=CCc1c(C)nc(SCC(N)=O)[nH]c1=O | · | -4.3%
Cc1nnc(SCC(=O)N2CCC(C(=O)Nc3nccs3)CC2)n1Cc1ccccc1 | 3.0% | 4.4%
O=C(c1ccco1)n1nc(-c2ccccc2)nc1SCc1ccccc1 | · | -4.2%

# Taken from the listing for reference:
molecule | MKP-3 inhibition | Hsp70 inhibitors
Nc1nnnn1/N=C/c1ccccc1OCc1ccc(Cl)cc1Cl | 2.2% | ·
O=C(COc1ccc(Cl)cc1)N=Nc1c(O)n(CN2CCCC2)c2ccccc12 | 7.0% | 0.9%
CN(C)c1ccc(C2C=C(c3ccc(Cl)cc3OC(F)F)Nc3ncnn32)cc1 (centres undefined) | 4.5% | -12.9%
C=CCc1c(C)nc(SCC(N)=O)[nH]c1=O | · | -4.3%
Cc1nnc(SCC(=O)N2CCC(C(=O)Nc3nccs3)CC2)n1Cc1ccccc1 | 3.0% | 4.4%
O=C(c1ccco1)n1nc(-c2ccccc2)nc1SCc1ccccc1 | · | -4.2%

# Later entries
molecule | MKP-3 inhibition | Hsp70 inhibitors
O=C(Nc1cccc(OC(F)(F)F)c1)c1ccc(Br)o1 | -8.6% | 5.8%
CCC(O)c1ccc(OCc2ccccc2)c(OC)c1 (centres undefined) | 2.1% | -0.4%
O=C(CN1C(=O)c2ccccc2C1=O)Nc1cccc2c1C(=O)N(c1ccccc1)C2=O | 0.6% | -2.5%
COc1ccc(-c2cc(C(=O)Nc3ccc(C)cc3)no2)cc1 | -6.3% | -0.5%
O=C(COc1ccc(Cl)cc1Br)NNC(=O)c1cccc(Br)c1 | 1.3% | 1.8%
CN(C)/C=C1/C(=O)Nc2ccccc21 | -10.9% | -2.1%
Oc1cc(N=C/C=C/c2ccc(Cl)cc2)ccc1-c1nc2ccccc2s1 | 10.0% | -5.0%
CS(=O)(=O)c1ccc2nc(NC(=O)CCc3ccccc3)sc2c1 | -3.7% | 1.6%
CCCn1cc(SCC(=O)NCc2ccco2)c2ccccc21 | 0.4% | 2.6%
COc1ccc(C/C(N)=N/OC(=O)COc2ccc3ccccc3c2)cc1 | 2.4% | -2.5%
O=C(O)CC1C(=O)OCN1C(=O)OCc1ccccc1 (centres undefined) | -6.4% | 0.5%
O=C(COc1ccc2ccccc2c1)Nc1ccc(Cl)cn1 | 3.3% | -2.5%
COc1ccc(CN2CCN(C)CC2)cc1OCc1ccccc1 | -12.2% | 0.8%
O=C(Cc1cccs1)Nn1c(Cc2cccs2)nc2ccccc2c1=O | -4.3% | 2.2%
c1ccc(CC2CCN(Cc3nc(-c4ccccc4)no3)CC2)cc1 | 0.6% | 2.9%
Cc1ccc(NC(=O)C2CCCN2S(=O)(=O)c2ccc(F)cc2)c(C)c1 (centres undefined) | -10.7% | 5.4%
Cc1cccc(C(=O)N2CCN(c3ncnc4c3cnn4-c3ccccc3)CC2)c1 | · | -4.8%

# 3 entries already listed, arranged by heavy-atom count, highest first:
molecule | MKP-3 inhibition | Hsp70 inhibitors
O=C(c1ccco1)n1nc(-c2ccccc2)nc1SCc1ccccc1 | · | -4.2%
CC1CCc2c(sc3ncnc(SCC(=O)c4ccccc4)c23)C1 (centres undefined) | · | 2.0%
CCCn1cc(SCC(=O)NCc2ccco2)c2ccccc21 | 0.4% | 2.6%
